BRCA1 expr act = activators of BRCA1 expression; MCF7-BRCA1-FFLuc reporter, luminescence, 48 h; response scale: scaled: vehicle 0%, 10 µM genistein 100%; AID 624202; actives 1.1% (n = 380,000); Potency, µM (top dose mostly 46.1 µM), for the others: at the top dose activation, actives largely listed as activators; further: potency means the concentration at half of the fitted maximal effect; nearly all actives have a fitted effect of over 80% in size; some results filed as inactive show a strong effect at the top dose
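Cells: MCF7-BRCA1-FFLuc, 2000/well. Exposure: 48 h, 37 °C, 5% CO2. Read: luminescence, 15 min post-substrate. Controls: genistein 10 microM (maximal activation), DMSO (neutral).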
A-T KAP1 phos = candidate therapy for ataxia-telangiectasia. actives 0.19% (n = 320,000). […] A-T fibroblasts, KAP-1 phosphorylation AlphaLISA; neocarzinostatin DNA damage 30 min before lysis. Potency, µM (doses to about 57.5 µM), inactives show at the top dose activation, hits mostly activators; further: potency means the concentration at half of the fitted maximal effect; % of control where 0% means no effect; nearly all actives have a fitted effect of over 45% in size
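ATM-like activity read as KAP-1 phosphorylation via AlphaLISA donor/acceptor antibody pairs after lysis and 6 hr at 25C. Cells were ATM-null patient fibroblasts ([…], hTERT), dosed 60 min, then exposed to the DSB inducer NCS for 30 min.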
TCR activator = activates T cell receptor signaling; primary human leukocytes, anti-CD3, IL-2 HTRF, 48 h; Potency, µM (titrated, usually from 9.22 µM), for inactives: at the top dose activation of IL-2 secretion, usual class: activators; 330,000 tested, under 10 active; AID 504894; further: % of control where 0% means no effect
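1) Mix primary human leukocytes, a-CD3 beads and compound. 2) Incubate 48 hr. 3) Add HTRF IL-2 reagents (a-IL-2-K, a-IL-2-d2).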
CXXC DNA block = blocks binding of human MLL CXXC domain to DNA | Q03164 | MLL-CXXC / FITC-HOXA9 DNA fluorescence polarization | Potency, µM (titrated, usually from 115 µM), without a hit: at the top dose activity change, negative = inhibition, hits mostly inhibitors | actives 0.037% (n = 290,000); active means well fitted inhibition curve with a large enough effect in the polarisation, with a control signal flat, not every such curve was filed as active; inconclusive means small, poorly fitted or top-dose-only effect, or effect the other way, or a change in a side signal; inactive means no such curve, though single readings can be large or run the other way; the % refers to the polarisation; further: potency means the concentration at half of the fitted maximal effect
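Fluorescence polarization: 7 uM MLL-CXXC (stock) preincubated 5 min with compounds, then 50 nM fluorescein-HOX-A9 DNA (stock) added; 30 min ambient. Buffer 50 mM Tris-HCl pH 7.5, 50 mM NaCl, 1 mM DTT, 0.05% BSA.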
TRPV1 ag = human TRPV1 agonism; TRPV1-expressing cells, Fluo-8 calcium influx, agonist mode; activation, % at 8.33 µM; actives 0.19% (n = 320,000); in the data active means activation above about 80%; inconclusive means between about 30% and that limit; further: 0% is about no effect
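TRPV1-expressing cells were cultured overnight at 35.5C and loaded with Fluo-8 calcium dye for 40 to 90 min at room temperature. After a 10 s baseline, compound was added and calcium influx was read kinetically for 3 min (ex 480/em 520 nm).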
TSG101-PTAP inh = blocks PTAP/TSG101 interaction to inhibit HIV-1 budding; Q99816; Fluorescence polarization, FITC-PTAP peptide / Tsg101 binding; Potency, µM (top dose mostly 115 µM), inactives show top-dose activity change, negative = inhibition, actives largely listed as inhibitors; 340,000 tested, under 10 active; AID 493005; active means well fitted inhibition curve with a large enough effect in the main read-out, with a control signal flat, not every such curve was filed as active; inconclusive means small, poorly fitted or top-dose-only effect, or effect the other way, or a change in a side signal; inactive means no such curve, though single readings can be large or run the other way; further: potency means the concentration at half of the fitted maximal effect; % of control where 0% means no effect
Target sequence (Q99816 whole entry, looked up): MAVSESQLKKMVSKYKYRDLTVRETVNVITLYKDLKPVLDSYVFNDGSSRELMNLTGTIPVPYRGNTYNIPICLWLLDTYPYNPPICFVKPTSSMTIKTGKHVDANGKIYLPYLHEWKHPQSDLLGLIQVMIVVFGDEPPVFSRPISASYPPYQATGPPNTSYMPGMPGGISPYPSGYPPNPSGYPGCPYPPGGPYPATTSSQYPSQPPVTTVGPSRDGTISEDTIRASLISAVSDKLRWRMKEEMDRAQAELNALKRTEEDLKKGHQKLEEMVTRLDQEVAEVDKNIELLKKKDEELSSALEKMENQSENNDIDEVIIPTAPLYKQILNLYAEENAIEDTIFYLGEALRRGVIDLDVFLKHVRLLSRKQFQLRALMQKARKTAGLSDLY
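Fluorescence anisotropy tracks displacement of a FITC-tagged PTAP peptide (50 nM) from the Tsg101 binding domain (10 uM), following a 20 min room-temperature incubation at pH 7.5.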
a7 integrin act = activates integrin-mediated alleviation for muscular dystrophy | alpha7betagal myoblasts, beta-gal FDG fluorescence, 48 h | Potency, µM (doses to about 38.3 µM), for inactives: top-dose activation, hits mostly activators | actives 0.064% (n = 350,000) | AID 624291;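 further: potency means the concentration at half of the fitted maximal effect; 100% = response of the positive control SU9516; nearly all actives have a fitted effect of over 60% in size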
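Alpha7betagal+/- myoblasts (passage 13) were plated 16-24 hr, then exposed to compounds (1:260 dilution of DMSO stock) for 48 hours at 37C. After MPER lysis, β-galactosidase reporter activity was read as FDG fluorescence (ex 480/em 540) after 30 minutes.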
B2AR arrestin = recruits beta-arrestin to the human beta2-adrenergic receptor | P07550 | beta-arrestin recruitment to beta2AR, cell-based reporter | Potency, µM (titrated, usually from 46.1 µM), for inactives: at the top dose activation, hits mostly activators | actives 0.02% (n = 330,000) | AID 492947;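 further: potency means the concentration at half of the fitted maximal effect; 0% = DMSO controls and full agonism = EC100 isoproterenol or metaproterenol; nearly all actives have a fitted effect of over 65% in size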
Target sequence (P07550 whole entry, looked up): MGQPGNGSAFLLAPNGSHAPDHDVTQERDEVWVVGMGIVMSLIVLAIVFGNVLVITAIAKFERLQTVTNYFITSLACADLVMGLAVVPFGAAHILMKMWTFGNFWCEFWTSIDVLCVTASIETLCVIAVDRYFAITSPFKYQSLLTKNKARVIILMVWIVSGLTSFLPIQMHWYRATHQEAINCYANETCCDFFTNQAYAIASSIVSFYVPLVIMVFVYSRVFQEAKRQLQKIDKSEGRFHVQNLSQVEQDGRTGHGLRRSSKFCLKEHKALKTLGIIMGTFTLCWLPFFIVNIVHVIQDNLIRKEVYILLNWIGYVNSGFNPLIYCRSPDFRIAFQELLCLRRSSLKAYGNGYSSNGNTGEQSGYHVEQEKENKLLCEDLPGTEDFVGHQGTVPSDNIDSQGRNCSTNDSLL
ELG1 repair inh = blocks ELG1-dependent DNA repair in HEK293T cells; HEK293T ELG1-luciferase reporter, luminescence, 16 h; DNA damage induced by 5-fluorouridine; Potency, µM (top dose mostly 46.1 µM), inactives show at the top dose activity change, negative = inhibition, hits mostly inhibitors; actives 2.3% (n = 330,000); AID 504467; further: potency means the concentration at half of the fitted maximal effect; on the % scale 0 is the no-effect control and ±100 the full control effect; nearly all actives have a fitted effect of over 55% in size
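Quantitative HTS, concentration-response format. 2,000 cells/well co-treated with 5-fluorouridine and compound, 16 hr in 5% CO2 at 37 °C; ONE-Glo luminescence read after 30 min.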
p53 reactivator = re-activators of mutant p53; H1299 p53-A138V BP100-luciferase reporter, luminescence, 24 h; Potency, µM (highest dose often 92.2 µM), for the others: at the top dose activity change, positive = activation, usual class: activators; actives 0.063% (n = 320,000); AID 504706; further: potency means the concentration at half of the fitted maximal effect; % of control where 0% means no effect; nearly all actives have a fitted effect of over 45% in size
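H1299 (p53-null), stable ts p53-A138V + BP100-Luc; 1000 cells/well, Opti-MEM/10% FBS; cpd 4 pt, 1:5; 24 h, 37 deg C, 5% CO2; detection reagent 10 min RT; luminescence.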
* hit, by the source's call; ? = inconclusive; / = not tested or not shown; [ ] = dose if it differs, or a comment. Unless noted, the call rests on the fitted dose curve; in most records, active means well fitted curve in the direction sought with a large enough effect; inconclusive means small, poorly fitted or top-dose-only effect, or another doubt; inactive means no such curve, though single readings can be large; an effect the other way counts as inactive or inconclusive. Compounds as they come, and some 3.8% of all compounds hit somewhere here.

Start of the listing, in advance:
SMILES	BRCA1 expr act	A-T KAP1 phos	TCR activator	CXXC DNA block	TRPV1 ag	TSG101-PTAP inh	a7 integrin act	B2AR arrestin	ELG1 repair inh	p53 reactivator
Cc1cc(N(CCO)CCO)nc(-n2nc(C)cc2C)n1	0.0%	/	-5.6%	-2.7%	-0.1	-1.7%	-4.7%	0.4%	0.0%	-4.5%
Nc1ccc(-c2nc3ccccc3o2)cc1	?	?	-3.4%	-12.6%	-7.4	-0.8%	-33.7%	0.1%	?	12.0%

Results, from the start:
SMILES	BRCA1 expr act	A-T KAP1 phos	TCR activator	CXXC DNA block	TRPV1 ag	TSG101-PTAP inh	a7 integrin act	B2AR arrestin	ELG1 repair inh	p53 reactivator
Cc1cc(N(CCO)CCO)nc(-n2nc(C)cc2C)n1	0.0%	/	-5.6%	-2.7%	-0.1	-1.7%	-4.7%	0.4%	0.0%	-4.5%
Nc1ccc(-c2nc3ccccc3o2)cc1	?	?	-3.4%	-12.6%	-7.4	-0.8%	-33.7%	0.1%	?	12.0%
COc1ccc2c(C)c(CCC(=O)NCCCN3CCCC3=O)c(=O)oc2c1C	6.1%	-3.1%	-6.1%	13.7%	-2.8	1.7%	12.5%	-0.7%	23.2%	/
O=C(C1CCCCC1)N1CCN(c2ccnc3cc(Cl)ccc23)CC1	-46.6%	29.2%	-51.8%	0.9%	-3.1	-3.7%	-56.2%[inhibitor]	-0.4%	11.6µM*	-3.8%
CCOc1ccc(C(C)NC(=O)C2CCN(S(=O)(=O)c3ccc(OC)cc3)CC2)cc1OCC (stereo not given)	-4.9%	/	-0.6%	/	/	-2.5%	1.3%	/	/	/
COc1cccc(-c2c(C(=O)N/N=C(\C)c3cccnc3)nnn2-c2nonc2N)c1	6.2%	2.1%	-6.8%	-1.3%	2.3	-2.5%	-2.8%	0.1%	6.9%	-8.8%
CCOc1cc(NC(=S)NCCc2ccccc2)c(OCC)cc1NC(C)=O	14.0%	-6.6%	7.4%	8.9%	5.1	-1.6%	26.2%	-0.2%	?	-1.2%
CCNC(=O)NNC(=O)C1CC(c2cccs2)=NO1 (stereo not given)	3.3%	3.0%	11.4%	-0.2%	-0.7	-8.6%	-13.1%	-1.0%	7.2%	-4.6%
Cn1c(CCNC(=O)C2CCCCC2)nc2cc([N+](=O)[O-])ccc21	-13.7%	3.3%	/	-7.8%	1.7	-0.3%	-4.6%	0.0%	15.9%	13.0%
Nn1c(Cc2cccc3ccccc23)nnc1SCc1ccc(Cl)c(Cl)c1	-66.9%	/	3.9%[46.1 µM]	-11.9%	22.1	0.3%	-19.9%	-1.7%	-24.0%	-16.3%
CN1/C(=C/c2cc[n+](C)c3ccccc23)C=Cc2ccccc21	-72.7%	-4.4%	3.0%	?	1.5	-1.6%	?	0.2%	1.3µM*	-1.7%
CCCC(=O)Nc1nc2ccc(S(N)(=O)=O)cc2s1	59.3%	-1.3%	0.0%[46.1 µM]	5.3%	1.0	0.6%	17.8%	-0.6%	?	28.1%
O=[N+]([O-])c1ccccc1NCCOc1ccccc1	71.7%	-1.0%	4.2%[46.1 µM]	-5.2%	3.7	0.5%	?	-0.4%	?	?
CCOC(=O)C1Nc2ccccc2C2C(O)C(O)CC12 (stereo not given)	-26.7%	/	1.3%	/	/	?	18.2%	/	/	/
O=C1COc2ccc(C(=O)COC(=O)c3ccc(F)cc3Cl)cc2N1	-11.1%	26.2%	0.3%	/	/	-1.2%	?	-0.5%	-7.0%	29.1%
COc1cccc(NC(=O)c2csc3c2CCCC3)c1	?	1.7%	2.6%	14.5%	4.5	0.7%	6.9%	-0.2%	?	6.2%
CC(C)(C)c1[nH]nc2c1C(c1ccoc1)C(C#N)=C(N)O2 (stereo not given)	9.3%	4.4%	4.1%	-6.6%	-7.5	-1.2%	-36.6%	-1.1%	1.7%	20.2%
Cc1ccccc1S(=O)(=O)Cc1ccc(C(=O)NCCN(C)Cc2ccccc2)o1	9.7%	4.3%	1.6%	-11.4%	1.1	0.3%	0.6%	-0.2%	5.8%	-2.8%
CC(Oc1ccccc1F)c1nnc(SCC(=O)N(c2ccccc2)C2CCS(=O)(=O)C2)o1 (stereo not given)	-3.1%	14.5%	/	/	/	-3.0%	-7.3%	-0.3%	0.0%	4.5%
COc1ccc(NC(=S)Nc2ccc3snnc3c2)cc1	53.4%	-3.0%	0.5%	8.4%	-0.5	-2.0%	1.9%	-0.1%	?	6.3%
CC12CCC(C(=O)Nc3ncc([N+](=O)[O-])s3)(OC1=O)C2(C)C (stereo not given)	-50.2%	-2.7%	1.6%	-0.3%	-0.9	-1.6%	-0.4%	-0.5%	-5.1%	-4.1%
COCCNC(=O)CSc1nc2cc(OC)c(OC)cc2c(=O)n1CCc1ccc(S(N)(=O)=O)cc1	0.0%	0.4%	1.1%	-9.5%	0.3	-0.4%	-0.9%	0.1%	-20.4%	6.2%
Cc1ccc(Cn2ccc(=O)c(OCc3c(Cl)cccc3Cl)c2C)cc1	-26.9%	/	2.6%	-2.9%	-13.7	0.7%	-59.0%[inhibitor]	0.1%	0.0%	-5.6%
O=C(CSC1CCCCC1)Nc1ccccc1Br	23.6%	8.5%	4.8%[46.1 µM]	8.0%	13.4	0.7%	-4.9%	-1.7%	?	27.5%
COc1cccc(NC(=O)CN(C)C(C)C(=O)Nc2ccc(S(=O)(=O)N3CCCC3)cc2)c1 (stereo not given)	-8.4%	2.1%	1.0%	-2.8%	19.4	0.5%	-10.4%	-0.1%	-28.2%	0.4%
OCc1cccc[n+]1Cc1ccccc1	10.3%	/	2.2%	/	/	0.3%	-13.9%	/	/	/
CCN(CC(=O)Nc1ccc(NC(C)=O)cc1)C(=O)/C=C/c1ccc2c(c1)OCO2	-24.7%	-2.5%	1.9%	/	-0.4	-0.2%	-15.3%	-0.3%	?	-0.3%
COc1ccc(NC(=O)C2COc3ccccc3O2)cc1 (stereo not given)	56.6%	3.6%	-4.0%	0.7%	?	0.0%	25.3%	-1.1%	?	19.3%
COc1ccc(CNC(=O)c2c(O)c3ccccc3n(C)c2=O)cc1	7.4%	-0.3%	7.7%	-4.6%	1.2	-0.8%	8.3%	0.1%	15.8%	/
COc1ccc(C2C(Oc3ccccc3)C(=O)N2c2cc(C)ccc2C)cc1OC (stereo not given)	-15.9%	2.6%	-1.1%	-10.3%	4.7	0.6%	7.0%	0.3%	?	-5.3%
Cc1ccccc1-n1ncc2c1CC(C)(C)CC2NC(=O)CCN1CCCCC1=O (stereo not given)	-2.2%	7.3%	3.7%	35.5%[activator]	-1.6	-2.3%	-30.3%	0.4%	-14.4%	7.0%
S=C(Nc1ccccc1)Nc1nc2ccccc2n1CCOc1ccc(Cl)cc1	-69.3%	-1.4%	-0.3%	-0.5%	-1.3	-4.2%	-14.5%	?	?	?
O=S(=O)(c1ccc(N2CCN(CCO)CC2)nc1)N1CCOCC1	-24.1%	-12.8%	2.0%	/	1.4	-2.2%	16.8%	0.2%	6.3%	5.9%
CN(C(=O)/C=C/c1ccc([N+](=O)[O-])s1)c1ccccc1	-95.5%[inhibitor]	-8.5%	-1.9%	-7.9%	28.6	-3.4%	-58.9%[inhibitor]	0.5%	?	-12.9%
Cc1cc(C)c(C(=O)Nn2c(C)nc3ccccc3c2=O)cc1C	-2.3%	-2.9%	-81.2%	29.9%	22.0	-2.9%	0.0%	-0.2%	-7.0%	-2.2%
O=C(NC1CCCCC1)C(c1cccnc1)N(CCc1ccccc1)C(=O)Cc1cccs1 (stereo not given)	-18.9%	-0.3%	-3.2%[46.1 µM]	-6.8%	?	-0.4%	2.8%	-0.3%	-7.1%	-3.6%
CCOC(=O)N1CCC(Nc2cc(C)nc3c(-c4ccccc4OC)c(C)nn23)CC1	-20.4%	0.8%	2.0%	-9.5%	-0.2	3.1%	-7.1%	-0.5%	?	-8.0%
COc1ccc(C(=O)NCC(=O)N2CCN(C(=O)c3ccco3)CC2)cc1	1.3%	26.0%	-24.1%	-0.7%	-0.5	0.0%	9.0%	-1.0%	-3.0%	-5.0%
CC1CC(C)(C)NC(=S)N1CCC(=O)N1CCN(Cc2ccccc2)CC1 (stereo not given)	-16.4%	-2.0%	/	-0.7%	1.6	0.6%	-15.5%	0.0%	15.0%	-0.7%
C=CCCCCCCCCc1nc(SCC(C)=O)n[nH]1	2.9%	-15.4%	9.1%	-0.5%	1.5	-3.8%	-30.4%	-0.1%	23.1µM*	-0.5%
O=C(CN1CCN(c2ccccc2F)CC1)Nc1nnc(C(F)(F)F)s1	-2.2%	-2.7%	-3.3%	-13.7%	21.3	-1.7%	8.2%	-0.1%	-8.9%	-1.0%
